From PubChem
IP6K1 inhibitor – Primary qHTS assay for small molecule inhibitors of Inositol hexaphosphate kinase 1 (IP6K1); Inositol hexakisphosphate kinase 1 (Homo sapiens), Q92551; IP6K1 kinase, ADP-Glo luminescence, 2 h; active compounds read low; activity change, % (series mostly up to about 58 µM); 140,000 tested, 0.81% active; in the data active means activity change below about -25%
Target sequence (Q92551 whole entry, looked up): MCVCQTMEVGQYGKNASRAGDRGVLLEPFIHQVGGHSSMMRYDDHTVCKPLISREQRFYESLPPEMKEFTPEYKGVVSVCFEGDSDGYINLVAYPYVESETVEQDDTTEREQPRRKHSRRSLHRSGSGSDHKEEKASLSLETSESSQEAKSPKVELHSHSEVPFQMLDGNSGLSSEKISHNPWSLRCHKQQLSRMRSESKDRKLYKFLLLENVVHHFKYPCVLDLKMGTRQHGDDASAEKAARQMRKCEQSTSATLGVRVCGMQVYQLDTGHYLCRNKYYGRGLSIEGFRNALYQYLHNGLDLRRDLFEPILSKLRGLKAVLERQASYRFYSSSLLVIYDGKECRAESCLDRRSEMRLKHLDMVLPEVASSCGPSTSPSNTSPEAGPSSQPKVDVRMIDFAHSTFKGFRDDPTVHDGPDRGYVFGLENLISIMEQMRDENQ
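ADP-Glo luminescence measures ADP made by human IP6K1 during a 2 h RT reaction with ATP/IP6 (mix at 1.3 mM/130 uM); top library doses 57.5 and 19.1 uM final.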
FLuc inh – Firefly luciferase inhibition profiling of diverse chemical library using quantitative high-throughput screening; Luciferin 4-monooxygenase (Photinus pyralis), P08659; purified P. pyralis luciferase, luminescence, biochemical; Potency, µM (doses to about 115 µM), for inactives: at the top dose activity change, negative = inhibition, hits mostly inhibitors; 76,000 tested, 2.5% active; further: potency means the concentration at half of the fitted maximal effect; nearly all actives have a fitted effect of over 65% in size
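Purified P. pyralis luciferase (10nM final) in 50mM Tris acetate pH 7.5, 10mM Mg acetate, 0.01% Tween-20, 0.05% BSA with 10uM D-luciferin and 10uM ATP. Compounds titrated qHTS. Luminescence imaged on CCD.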
NIH3T3 tox – Cytotoxic Profiling in NIH 3T3 Cell Line of Diverse Libraries Using Quantitative High-Throughput Screening | Potency, µM (series often up to 96.7 µM), without a hit: at the top dose activity change, negative = cytotoxicity, actives largely listed as inhibitors | 94,000 tested, 4.3% active | AID 1345082, 2018 | NIH 3T3 viability, CellTiter-Glo ATP luminescence, 48-72 h; further: potency means the concentration at half of the fitted maximal effect; nearly all actives have a fitted effect of over 55% in size
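Cells were seeded at 400 per well, treated with pin-transferred compound, and kept 48 or 72 hr at 37 °C before CellTiter-Glo addition and luminescence imaging of cellular ATP.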
GPT2 inh – Primary qHTS assay for inhibitors of Glutamate pyruvate transaminase 2 (GPT2); Recombinant GPT2, coupled pyruvate oxidase/HRP Amplex Red fluorescence; Potency, µM (titrated, usually from 57.7 µM), without a hit: at the top dose activity change, negative = inhibition, most hits filed as inhibitors; 100,000 tested, 0.25% active; AID 1671188, 2021; Alanine aminotransferase 2 (Homo sapiens), Q8TD30; further: potency means the concentration at half of the fitted maximal effect; nearly all actives have a fitted effect of over 60% in size; many of its hits are not listed in these tables
Target sequence (Q8TD30 whole entry, looked up): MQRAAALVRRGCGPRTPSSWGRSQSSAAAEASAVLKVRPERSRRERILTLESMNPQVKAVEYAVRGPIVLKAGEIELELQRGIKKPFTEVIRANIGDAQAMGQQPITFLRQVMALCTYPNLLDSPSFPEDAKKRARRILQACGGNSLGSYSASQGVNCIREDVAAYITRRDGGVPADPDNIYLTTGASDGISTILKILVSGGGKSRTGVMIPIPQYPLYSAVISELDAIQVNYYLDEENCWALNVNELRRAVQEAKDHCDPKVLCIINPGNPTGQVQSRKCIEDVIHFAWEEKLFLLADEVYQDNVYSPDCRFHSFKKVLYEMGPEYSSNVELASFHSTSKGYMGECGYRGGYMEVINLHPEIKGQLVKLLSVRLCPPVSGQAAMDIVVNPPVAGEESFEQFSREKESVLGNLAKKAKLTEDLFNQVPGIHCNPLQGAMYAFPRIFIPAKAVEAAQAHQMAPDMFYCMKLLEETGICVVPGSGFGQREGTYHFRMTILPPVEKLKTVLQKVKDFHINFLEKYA
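Fluorescence of coupled pyruvate oxidase/HRP/Amplex Red system (50uM Amplex, 30 min, dark) reports pyruvate formed by GPT2. Enzyme reaction: 10ng/uL GPT2, 2mM L-alanine, 250uM a-KG, 30 min room temperature, pH 7.5; 50uM AOA control.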
HEK293 tox – Cytotoxic Profiling in HEK 293 Cell Line of Diverse Libraries Using Quantitative High-Throughput Screening; 94,000 tested, 6.6% active; Potency, µM (highest dose often 115 µM), without a hit: top-dose activity change, negative = cytotoxicity, most hits filed as inhibitors; HEK 293 viability, ATP luminescence (CellTiter-Glo), 48-72 h; further: potency means the concentration at half of the fitted maximal effect; nearly all actives have a fitted effect of over 60% in size
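Cells seeded first (HEK 293, 250 cells/well), then compound added by pintool. Incubation ran 48 or 72 hr at 37 degree Celsius. CellTiter-Glo was added and luminescence imaged after 10 min at room temperature.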
SNCA expr inh – Primary qHTS assay for inhibitors of alpha-synuclein gene (SNCA) expression; HEK-293 SNCA-luciferase knock-in, luminescence, 24 h; Potency, µM (titrated, usually from 57.2 µM), for the others: at the top dose activity change, negative = inhibition, usual class: inhibitors; 140,000 tested, 0.17% active;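 further: potency means the concentration at half of the fitted maximal effect; plate controls were DMSO cells for no effect and cell-free wells for full effect; nearly all actives have a fitted effect of over 45% in size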
SNCA viab count – GF-AFC viability counterscreen for inhibitors of alpha-synuclein gene (SNCA) expression; HEK-293-SNCA-luc viability, GF-AFC fluorescence, 24 h; Potency, µM (doses to about 57.1 µM), for inactives: top-dose activity change, negative = cytotoxicity, usual class: cytotoxic; 150,000 tested, 0.12% active;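 further: potency means the concentration at half of the fitted maximal effect; 0% = DMSO-treated cells and -100% = medium-only wells without cells; nearly all actives have a fitted effect of over 30% in size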
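Cytotoxicity counterscreen: after 24 h compound treatment of genome-edited SNCA-luciferase HEK-293 cells, live-cell protease substrate GF-AFC read by fluorescence after 30 min; activity scaled between DMSO (0%) and medium-only (-100%), curves Hill-fitted.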
* hit, by the source's call; i = inactive; ? = inconclusive; · = not tested or not shown; [ ] = dose if it differs, or a comment. Unless noted, the call rests on the fitted dose curve; in most records, active means well fitted curve in the direction sought with a large enough effect; inconclusive means small, poorly fitted or top-dose-only effect, or another doubt; inactive means no such curve, though single readings can be large; an effect the other way counts as inactive or inconclusive. Unless noted, on the % scale 0 is the no-effect control and ±100 the full control effect.

canonical_smiles	SNCA viab count	IP6K1 inhibitor	FLuc inh	SNCA expr inh	GPT2 inh	NIH3T3 tox	HEK293 tox
Cc1ccc(CCNC(=O)c2cccc(Nc3nc4ccccc4nc3-n3nc(C)cc3C)c2)cc1	-6%	-5	·	-20%	·	·	·
COc1cccc(CNC(=O)c2cc(-c3ccc(C)cc3)nc3c2cnn3C)c1	-11%	-2	·	?	i	?	?
Cc1ccc(NC(=O)C2CCc3nnc(CNC(=O)NC(C)(C)C)n32)cc1 (centres undefined)	6%	-5	·	6%	i	-7%	i
COc1cccc(NC(=O)N(Cc2c[nH]c3ccccc23)C2CCCCC2)c1	-13%	-4	·	48%[activator]	·	·	·
O=C(O)[C@@H]1CN(Cc2cnc(N3CCOCC3)nc2)C[C@H]1c1ccccc1	4%	-2	6%	-23%	-12%	-4%	i
CCCCN(C)CCNC(=O)c1c(C)oc2ncnc(N3CCOCC3)c12	-2%	2	·	1%	·	·	·
COc1ccc(-n2nnnc2C2CCN(S(=O)(=O)c3ccc(C(C)(C)C)cc3)CC2)cc1	-11%	-8	·	-13%	·	·	·
Cc1ccccc1C(=O)N1CC(c2nc(CCc3ccccc3)no2)C1	4%	-5	2%	?	i	-12%	?
O=C(c1ccccc1OC(F)(F)F)N1C[C@@H](CO)[C@@H]2Oc3c(F)cccc3[C@@H]21	·	8	·	·	·	?	?
O=C(NCc1nnc2c(-c3nc(C4CC4)no3)cccn12)c1ccccc1Cl	-5%	26	5%	-2%	i	-17%	-20%
CCOc1ccccc1CNC(=O)c1ccc(CS(=O)Cc2cccc(Cl)c2)o1 (centres undefined)	-18%	16	·	16%	·	·	·
CCc1ccc(-n2nc3cc(C)c(NC(=O)c4cccc5ccccc45)cc3n2)cc1	0%	-8	·	120%[activator]	·	·	·
Cc1ccccc1N1Cc2c(NCC(C)(C)C)ncnc2N(C)CC1=O	0%	0	-13%	8%	i	?	-13%
CCCC1(CO)CCCN(CC(=O)NC(C)(C)CC)C1 (centres undefined)	-8%	-5	1%	17%	-8%	-21%	-23%
O=C(Cn1cc(C2CCCNC2)nn1)N1CCCC1 (centres undefined)	2%	12	-1%	-13%	-6%	-4%	-1%
CC(=O)c1cc(-c2ccccc2)n(CCC(=O)NCCc2ccccc2)c1C	-14%	22	·	21%	·	·	·
COC(=O)[C@]1(C)CCC[C@@]2(C)C(=O)CC[C@H]3C(=O)C=C(CC[C@@H]21)C3O (some centres undefined)	-10%	14	·	·	i	·	·
CCn1ncc(N2CCC(NC(=O)c3ccccc3OC)CC2)cc1=O	-6%	10	0%	-7%	i	-10%	0%
C[N+](C)(C)CC(O)CC(=O)[O-] (centres undefined)	57%[23.9 µM]	-14	·	23%[25.6 µM]	2%	·	·
Cc1ccc(S(=O)Cc2nc(-c3ccc(C(=O)NC(C)c4ccccc4)cc3)oc2C)cc1 (centres undefined)	9%	-6	·	3%	·	·	·
CC(=O)N1CCc2c(sc3c2c(=O)n(CCc2ccccc2)c(=O)n3Cc2ccc(Cl)cc2)C1	-29%	-4	·	?	·	·	·
CN1C[C@H](NCc2ccc(C(F)(F)F)cc2)CCC[C@@H](C(=O)NC2CC2)CC1=O	3%[87.6 µM]	-6	0%[172 µM]	7%[87.6 µM]	i	0%[138 µM]	-6%[172 µM]
O=C(c1ccc(Cl)nc1)N1CCCC(C(=O)N2CCC(N3CCOCC3=O)CC2)C1 (centres undefined)	-10%	0	·	8%	i	-8%	-1%
COc1ccc(CNc2cc3c(cn2)CN(Cc2ccccc2)CCN3)cc1OC	-16%[87.6 µM]	-19	0%[172 µM]	10%[87.6 µM]	3%[88.5 µM]	40µM*	63µM*
C=CCS(=O)(=O)N1C[C@H]2OC(=O)N(CCc3cccc(Cl)c3)[C@H]2C1	4%	13	0%	-7%	i	-2%	-1%
COCCC1(C(=O)O)CCCN(C(=O)CN(C)Cc2ccncc2)C1 (centres undefined)	-5%	9	0%	58%[activator]	i	2%	0%
COc1ccccc1N1CCN(C(=O)Cn2c(=O)n3nc(-c4cccc(F)c4)nc3c3ccccc32)CC1	-10%	-11	·	-6%	·	·	·
CC(C)(C(=O)O)c1cnc(N2CCC(O)(CO)CC2)nc1N1CCOCC1	5%	9	12%	-13%	2%	-15%	-22%
CC(C)c1ccc(N2CC(C(=O)N(C)Cc3cc(C(C)C)on3)CC2=O)cc1 (centres undefined)	-3%	7	?	-4%	4%[11.5 µM]	-29%	-24%
CCN(C(=O)Cn1nnc2sc3c(c2c1=O)CCC(C(C)(C)C)C3)c1cccc(C)c1 (centres undefined)	1%	4	·	-4%	·	·	·
COc1ccc(OCc2cc(C(=O)N3CCN(CC4CC4)CC3)n[nH]2)c(Cl)c1	5%	1	-17%	12%	i	-3%	?
O=C(NC1CC1)c1cn2cc(-c3ccccc3)sc2n1	-2%[87.6 µM]	-18	·	-14%[87.6 µM]	i	?	?
CC(C)CCO[C@H]1COCCN(C(=O)c2ccccc2)C1	5%[87.6 µM]	6	-3%[230 µM]	10%[87.6 µM]	-2%[88.5 µM]	?	-30%[230 µM]
Cn1ncc2c(C(=O)N3CCC(Cc4ccccc4)CC3)cc(-c3ccccc3F)nc21	·	19	·	·	·	?	?
COc1cccc(-c2cc3c(=O)n(CCNC(=O)C4CCN(C(C)=O)CC4)ccn3n2)c1	-9%	-13	14µM*	22%	i	-5%	i
COC1C(=O)N(C2CCN(C(=O)c3ccco3)CC2)C12CCOCC2 (centres undefined)	2%	-1	4%	-15%	2%	0%	i

Four structures already listed, arranged by heavy-atom count, low to high:
canonical_smiles	SNCA viab count	IP6K1 inhibitor	FLuc inh	SNCA expr inh	GPT2 inh	NIH3T3 tox	HEK293 tox
O=C(NC1CC1)c1cn2cc(-c3ccccc3)sc2n1	-2%[87.6 µM]	-18	·	-14%[87.6 µM]	i	?	?
CC(C)CCO[C@H]1COCCN(C(=O)c2ccccc2)C1	5%[87.6 µM]	6	-3%[230 µM]	10%[87.6 µM]	-2%[88.5 µM]	?	-30%[230 µM]
COCCC1(C(=O)O)CCCN(C(=O)CN(C)Cc2ccncc2)C1 (centres undefined)	-5%	9	0%	58%[activator]	i	2%	0%
COc1ccc(OCc2cc(C(=O)N3CCN(CC4CC4)CC3)n[nH]2)c(Cl)c1	5%	1	-17%	12%	i	-3%	?

Other records:
canonical_smiles	SNCA viab count	IP6K1 inhibitor	FLuc inh	SNCA expr inh	GPT2 inh	NIH3T3 tox	HEK293 tox
O=C1c2c(nc(CNc3ccc(F)cc3)n2Cc2ccccc2)NCCN1CC1CC1	-16%[87.6 µM]	-12	-27%[172 µM]	?	-6%[88.5 µM]	?	?
C#CCNC(=O)c1cc(-c2ccc(Cl)cc2Cl)c2cccn2n1	-16%	-12	·	3%	-2%	?	-27%
Cn1c(=O)n(-c2ccc(C(C)(C)C#N)cc2)c2c3cc(C#Cc4cccnc4)ccc3ncc21	?	-1	·	·	5%[27.3 µM]	·	·
COc1ccc(-c2cc(N3CCC(NC(=O)c4cccnc4)C3)n[nH]2)cc1 (centres undefined)	-5%	15	-20%	-13%	?	-20%	-27%
COCCNC[C@@H]1C=C(C)[C@H](Cc2nnc(-c3ccc(OC)cc3)o2)C[C@H]1C(C)C	32µM*	22	-4%[172 µM]	?	?	28µM*	28µM*
CN(Cc1ccccc1)C(=O)c1nc(-c2ccc(Cl)cc2)n2c1CCCCC2	?	6	·	?	·	·	·
Cc1ccc(CN2CCSc3ccc(C(=O)Nc4ccc(F)cc4F)cc32)cc1	-1%	-9	·	-10%	·	·	·
COCc1ccc2c(c1)c(OC(C)(C)C(=O)NCCCn1ccnc1)nn2CCC(C)C	4%	5	-11%	28%	-7%	?	-9%
O=C(CSc1nc(-c2cccc(F)c2)[nH]c1-c1ccccc1)Nc1ccc2c(c1)OCCO2	?	-3	·	?	·	·	·
Cc1nc(-c2cccc(Cl)c2)n(Cc2nc(-c3ccc(OC(C)C)cc3)oc2C)c(=O)c1CCO	1%	3	-4%	8%	i	-1%	-10%
CN(Cc1ccc(F)cc1)Cc1cccc(C(F)(F)F)c1	0%[87.6 µM]	22	·	39%[activator][87.6 µM]	i	-10%[138 µM]	0%[172 µM]
CCC(=O)N1CCC(N(C(=O)CC)C2CCOCC2)CC1	6%	-1	-8%	-4%	i	?	8%
O=C(NC1CCOC2(CCOCC2)C1)c1cnc2c(O)cccn2c1=O (centres undefined)	?	10	0%	-22%	-4%	?	-12%
COc1ccc(C(=O)N2C[C@@H](F)C[C@H]2C(=O)N2CCCCC2)c(OC)c1	0%	-3	10%	4%	i	i	-6%
O=c1cc(-c2ccncc2)oc2c(-c3cccc(CO)c3)nccc12	1%[87.6 µM]	-11	-2%[172 µM]	-7%[87.6 µM]	i	45µM*	-26%[172 µM]
COc1ccc(-c2cc(C)no2)cc1S(=O)(=O)NCc1ccco1	-3%	-18	·	-1%	·	·	·
Cc1cc(N2CCN(CC3(O)CNCCOC3)CC2)n2ncnc2n1 (centres undefined)	-1%	4	11%	-8%	0%	-1%	-7%
COc1ccc(N2C(=O)NC(NS(=O)(=O)c3ccc(NC(C)=O)cc3)(C(F)(F)F)C2=O)cc1 (centres undefined)	1%	-13	·	3%	·	·	·
O=C(Cn1ncc2c3ccccc3n(Cc3ccc(F)cc3)c2c1=O)NCCC1=CCCCC1	0%	1	·	-22%	·	·	·
Nc1ncnc2c1nc(Cl)n2C1OC2COP(=O)(O)OC2C1O (centres undefined)	-18%	27	·	·	i	·	·
COCc1nc(-c2ccc(OC3CNC3)cc2)no1	13%	-3	0%	64%[activator]	i	-2%	0%
CCc1nc2c(c(-c3ccc(Cl)cc3)n1)CN(Cc1ccc(C(F)(F)F)cc1)CC2	-22%	-4	-1%	?	i	?	89µM*
